Source: PubChem BioAssay
TDP2 inh: human TDP2 enzyme inhibitors, primary screen, biochemical, epi absorbance, recombinant enzyme; Tyrosyl-DNA phosphodiesterase 2 (Homo sapiens), O95551; T5PNP hydrolysis, p-nitrophenol absorbance 415 nm; inhibition, % at 12.8 µM; 0.34% of 370,000 active; AID 720702, 2013;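 active = inhibition above the mean of all tested compounds plus 3 SD, set per campaign, cut at about 25% in these data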;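 note: 0% = DMSO with enzyme and 100% = buffer with substrate but no TDP2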
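Test system: Human TDP2 enzyme | Reagent: 5 mM T5PNP | Compound dosing: 12.8 µM single point, 1% DMSO | Incubation: Enzyme reaction with compound for 2 h at 37 °C | Technique: p-Nitrophenol epi absorbance | Read-out: % inhibition relative to enzyme-containing and enzyme-free wells | Benchmarks: High control without enzyme, low control DMSO plus TDP2 | Replicates: Singlicate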
LEDGF integ inh: blockers of LEDGF/p75-dependent integrase strand transfer – biochemical, TR-FRET, high throughput, primary screen; HIV-1 integrase (with human LEDGF/p75); TR-FRET IN-LEDGF/p75 DNA integration, Eu/Cy5; inhibition, % at 3.7 µM; 0.64% of 370,000 active; AID 743269, 2014;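 active = inhibition above the screen-wide mean plus 3 SD, cut at about 13% in these data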;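 note: signal is the Cy5 over europium emission ratio at 671 and 618 nm; 0% = plate median of compound wells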
proKLK7 act: proKLK7 zymogen activators, primary screen, biochemical, fluorescence intensity; activation, % at 7 µM; Kallikrein-7 (Homo sapiens), P49862; AID 652039, 2013; 0.9% of 370,000 active; purified proKLK7, EDANS-DABCYL substrate fluorescence; 100% is mature enzyme control, 0% vehicle;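 active = activation above the mean of all tested compounds plus 3 SD, computed per campaign excluding outliers beyond control limits, cut at about 13% in these data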
Target sequence (P49862 whole entry, looked up): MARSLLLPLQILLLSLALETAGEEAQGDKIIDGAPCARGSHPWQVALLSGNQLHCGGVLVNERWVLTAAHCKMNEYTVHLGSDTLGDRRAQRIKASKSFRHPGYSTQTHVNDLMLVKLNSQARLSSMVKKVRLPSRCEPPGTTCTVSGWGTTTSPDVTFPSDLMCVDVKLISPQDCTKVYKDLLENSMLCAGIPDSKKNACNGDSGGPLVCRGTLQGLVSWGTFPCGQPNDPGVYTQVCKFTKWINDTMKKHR
ADAM10 inh: human ADAM10 inhibitors, primary screen, biochemical, QFRET, HTS | Disintegrin and metalloproteinase domain-containing protein 10 (Homo sapiens), O14672 | recombinant ADAM10, EDANS/DABCYL FRET peptide cleavage, 3 h | inhibition, % at 7 µM | 0.62% of 370,000 active | AID 720582, 2013;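 active = inhibition above a per-campaign cutoff equal to the mean of compounds falling between control-based bounds plus 3 SD, cut at about 20% in these data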;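 note: 0% = DMSO wells while the 100% control is not disclosed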
Target sequence (O14672 214-748 limits assumed): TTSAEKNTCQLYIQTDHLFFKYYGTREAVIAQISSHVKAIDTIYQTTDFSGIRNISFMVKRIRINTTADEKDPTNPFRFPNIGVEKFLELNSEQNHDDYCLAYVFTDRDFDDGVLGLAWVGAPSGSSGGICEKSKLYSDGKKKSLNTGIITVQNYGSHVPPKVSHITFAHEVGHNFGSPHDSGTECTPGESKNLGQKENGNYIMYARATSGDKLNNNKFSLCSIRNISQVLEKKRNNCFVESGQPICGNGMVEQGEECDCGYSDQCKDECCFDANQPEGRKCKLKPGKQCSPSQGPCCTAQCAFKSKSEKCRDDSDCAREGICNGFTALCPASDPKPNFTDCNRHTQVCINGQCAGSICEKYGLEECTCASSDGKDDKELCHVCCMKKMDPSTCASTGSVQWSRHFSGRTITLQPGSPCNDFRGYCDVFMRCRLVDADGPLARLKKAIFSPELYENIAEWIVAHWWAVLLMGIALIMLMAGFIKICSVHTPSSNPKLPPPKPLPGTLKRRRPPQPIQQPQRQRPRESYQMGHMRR
ADAM17 inh: ADAM17 inhibitors, primary screen, biochemical, QFRET. Disintegrin and metalloproteinase domain-containing protein 17 (Homo sapiens), P78536. recombinant ADAM17, EDANS/DABCYL FRET peptide cleavage. inhibition, % at 6.95 µM. 0.83% of 370,000 active. AID 720648, 2013;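 active = inhibition above the mean of compounds lying between control limits plus 3 SD, set per campaign, cut at about 8.5% in these data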;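 note: 0% = DMSO-only wells as the low control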
PLC-gamma1 inh: PLC-gamma1 enzyme inhibitors, primary screen, biochemical, fluorescence, purified enzyme; 0.84% of 370,000 active; inhibition, % at 12.2 µM; 1-phosphatidylinositol 4,5-bisphosphate phosphodiesterase gamma-1 (Homo sapiens), P19174; fluorogenic substrate; in the data active = inhibition above about 9.5%
DDE Tn6 FP inh: inhibitors of Tn6 peptide binding to fibrin DD(E), primary screen, biochemical, fluorescence polarization, human fibrin, Tn6 probe. 0.21% of 370,000 active. Fibrinogen beta chain (Homo sapiens), P02675. inhibition, % at 8.3 µM. Fibrin DD(E) TRITC-Tn6 fluorescence polarization displacement;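 active = inhibition above a per-campaign cutoff: mean of compounds within control limits plus 3 SD, cut at about 15% in these data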;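 note: 0% = median of all compound wells on the plate and 100% = blocking peptide control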
DDE Tn7 FP inh: inhibitors of Tn7 peptide binding to fibrin DD(E), primary screen, biochemical, fluorescence polarization, human fibrin, Tn7 probe. Fibrinogen beta chain (Homo sapiens), P02675. inhibition, % at 8.3 µM. FP displacement of FITC-Tn7 peptide from fibrin DD(E); 0% = median of compound wells per plate. AID 720508, 2013. 0.13% of 370,000 active;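 active = inhibition above the mean of compounds falling within the control limits plus 3 SD of them, cut at about 14% in these data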;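 note: 0% = plate median of compound wells and 100% = 10 µM Aha-Tn7 peptide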
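assay system = human clot-derived fibrin DD(E) complex | quantity = Fibrin-DD(E) at 2 µM final | timing = 10 min preincubation, 3 h with tracer, room temperature | signal = fluorescence polarization | measure = percent inhibition | benchmarks = high control wells with 10 µM unlabelled Aha-Tn7 peptide (full inhibition) | replicates = singlicate testing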
ARFGAP1 inh: inhibitors of rat ARFGAP1 GAP activity, primary screen, biochemical, fluorescence polarization, GDP tracer; ADP-ribosylation factor GTPase-activating protein 1 (Rattus norvegicus), Q62848; Arfgap1-stimulated ARF1 GTP hydrolysis, GDP FP detection; inhibition, % at 16.5 µM; 0.26% of 360,000 active;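 active = inhibition above a per-plate limit, mean inhibition of low control wells plus 3 SD, cut at about 25% in these data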;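 note: 0% = DMSO wells with enzyme and 100% = wells lacking Arfgap1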
Target sequence (Q62848 1-136 limits assumed): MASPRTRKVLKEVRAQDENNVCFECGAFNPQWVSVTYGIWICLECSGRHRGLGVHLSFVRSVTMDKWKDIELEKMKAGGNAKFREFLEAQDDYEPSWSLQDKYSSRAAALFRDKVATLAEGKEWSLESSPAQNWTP
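System: truncated rat Arfgap1 GAP domain / Medium: HEPES-based buffer, pH 7.5 / Also added: N-terminally truncated human ARF1-GTP substrate / Incubation: enzyme reaction 120 min at 25 °C after 20 min preincubation / Measured by: FP of antibody-bound GDP Alexa 633 tracer, ex 620/em 688 nm / Replicates: singlicate, each compound tested once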
ASAP1 inh: inhibitors of human ASAP1 ArfGAP activity, primary screen, biochemical, fluorescence polarization | inhibition, % at 16.5 µM | ASAP1-stimulated ARF1 GTP hydrolysis, GDP FP detection | AID 624377, 2012 | 0.19% of 360,000 active | Arf-GAP with SH3 domain, ANK repeat and PH domain-containing protein 1 (Homo sapiens), …; in the data active = inhibition above about 25%;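 note: 0% = vehicle with enzyme and substrate and 100% = no enzyme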
* = called active by the depositor.

A first look, 2 compounds:
Structure	TDP2 inh	LEDGF integ inh	proKLK7 act	ADAM10 inh	ADAM17 inh	PLC-gamma1 inh	DDE Tn6 FP inh	DDE Tn7 FP inh	ARFGAP1 inh	ASAP1 inh
O=C(C[n+]1ccc(C(=O)NCc2ccccc2)cc1)c1ccc2c(c1)OCCO2	-6	-7	-4.0	-53	-22	-59	-2	-2	3	5
Cc1ccc(-n2nnnc2-c2cnn(-c3ccc(F)cc3)c2C(F)(F)F)cc1	-2	-1	0.2	9	2	6	4	3	5	-1

The list itself (from the top)
Structure	TDP2 inh	LEDGF integ inh	proKLK7 act	ADAM10 inh	ADAM17 inh	PLC-gamma1 inh	DDE Tn6 FP inh	DDE Tn7 FP inh	ARFGAP1 inh	ASAP1 inh
O=C(C[n+]1ccc(C(=O)NCc2ccccc2)cc1)c1ccc2c(c1)OCCO2	-6	-7	-4.0	-53	-22	-59	-2	-2	3	5
Cc1ccc(-n2nnnc2-c2cnn(-c3ccc(F)cc3)c2C(F)(F)F)cc1	-2	-1	0.2	9	2	6	4	3	5	-1
CC(C)COC(=S)Nc1ccccc1	-9	-1	0.1	7	2	2	0	1	2	-7
COC(=O)C1=C(C)N(c2ccc(F)cc2)/C(=C/c2ccc(O)cc2)C1=O	-1	-4	0.4	3	-2	0	-1	4	4	-2
CC(C)C(C)N(Cc1ccc(C(=O)O)cc1)C(=O)c1ccc2ccccc2n1 (configuration not stated)	-2	-5	-0.2	-11	-5	-3	-2	1	5	-10
CCCC(=O)NC(=S)Nc1cccc(-c2nc3ncccc3o2)c1	1	0	0.1	-4	-2	1	-5	6	-4	-3
O=C(CCc1ccccc1)NNC(=O)c1ccc(F)cc1	4	8	0.7	-1	0	4	2	-5	4	4
CCCC[C@@H]1C=C(C(=O)O)[C@H](c2ccc(C#N)cc2)N1S(=O)(=O)c1ccc(C)cc1	-14	7	-0.7	5	8	3	-1	-6	1	0
O=C(CCN1C(=O)S/C(=C\C=C\c2ccccc2)C1=O)Nc1ccc(O)cc1	-2	-10	1.7	2	0	-14	1	10	10	13
CN(C)S(=O)(=O)c1cccc(NC(=O)c2n[nH]c(=O)c3ccccc23)c1	7	1	0.4	8	-1	4	-2	6	5	6
COc1ccc(N2CC(C)Cn3c2nc2c3c(=O)[nH]c(=O)n2C)cc1 (configuration not stated)	7	1	-0.3	3	-2	1	-2	2	-2	-3
Cc1nn2c(-c3cccnc3)ccnc2c1-c1ccccc1	15	-1	-0.1	3	2	2	-1	-1	4	10
Brc1ccccc1-c1nnc(COc2cccc3cccnc23)o1	6	2	-0.7	-10	-6	-12	0	-5	-9	-4
Cc1ccc(C(=O)c2c3ccccc3[n+]([O-])n2[C@@H](C)C(N)=O)cc1	1	-1	0.0	-15	-8	-26	0	1	9	-7
COc1ccc(C(=O)Nc2cc3c(cc2OC)CCCC3)cc1Br	8	0	-0.5	1	-4	-1	2	-2	6	3

Exported with values ahead of the structure: part of the list above
TDP2 inh | LEDGF integ inh | proKLK7 act | ADAM10 inh | ADAM17 inh | PLC-gamma1 inh | DDE Tn6 FP inh | DDE Tn7 FP inh | ARFGAP1 inh | ASAP1 inh | Compound
-2 | -5 | -0.2 | -11 | -5 | -3 | -2 | 1 | 5 | -10 | CC(C)C(C)N(Cc1ccc(C(=O)O)cc1)C(=O)c1ccc2ccccc2n1 (configuration not stated)
1 | 0 | 0.1 | -4 | -2 | 1 | -5 | 6 | -4 | -3 | CCCC(=O)NC(=S)Nc1cccc(-c2nc3ncccc3o2)c1
4 | 8 | 0.7 | -1 | 0 | 4 | 2 | -5 | 4 | 4 | O=C(CCc1ccccc1)NNC(=O)c1ccc(F)cc1

Additional compounds follow:
Structure	TDP2 inh	LEDGF integ inh	proKLK7 act	ADAM10 inh	ADAM17 inh	PLC-gamma1 inh	DDE Tn6 FP inh	DDE Tn7 FP inh	ARFGAP1 inh	ASAP1 inh
CCOc1cc(N2CCOCC2)c(OCC)cc1NC(=O)COC(=O)CCc1c[nH]c2ccccc12	1	-1	-0.8	3	-1	1	-4	-9	-8	12
CC1(O)CC(C)(C)C(C#N)C(=O)N1 (configuration not stated)	-8	2	0.4	-4	-1	2	1	-5	4	-2
COc1cc(N2C(=O)C=CC2=O)c(OC)cc1Cl	10	-2	0.1	-2	-1	-1	4	7	0	5
Cc1nn(-c2ccccc2Cl)c(Cl)c1/C=N/Nc1cccc(C(=O)O)c1	13	1	-0.8	-1	-1	-2	-4	-10	-6	-5
COc1ccc(C(NC(C)=O)c2cc(Cl)c3cccnc3c2O)cc1 (configuration not stated)	-9	1	-0.3	13	4	-23	0	-2	7	2
CC(C)Oc1ccc(C(CC(=O)N2CCOCC2)C(C)C)cc1 (configuration not stated)	3	-2	0.0	-5	-1	1	4	-2	6	-1
COc1ccc(NS(=O)(=O)c2cccc(NC(=O)NC3CCCCC3)c2)cc1	-16	-3	1.4	0	6	1	-11	-4	11	12
c1cnc2ccc3ncccc3c2c1	0	-2	0.3	-1	-4	-6	6	-1	11	1
CC(=O)c1ccc(NC(=O)C2Cc3ccccc3CN2C(=O)c2ccccc2)cc1 (configuration not stated)	-4	-7	1.4	2	0	-13	-1	1	-4	-10
COc1cc(C)c(C(C)C)cc1S(=O)(=O)n1cnc(C)c1	-2	2	0.2	1	1	2	6	-7	-4	-11
COc1cccc(N2C(=NC(=O)COc3ccccc3)SC3CS(=O)(=O)CC32)c1 (configuration not stated)	-6	-3	-0.5	-3	-2	-2	8	-5	2	-6
CCOC(=O)c1cccc(C(=O)Nc2nc3ccc(OC)cc3s2)n1	-12	4	0.0	2	3	-4	5	6	-9	9
CCCCCCn1c(CN2CCN(C)CC2)nc2c1c(=O)n(C)c(=O)n2C	-5	-2	-0.1	-7	0	-3	3	2	0	6
COc1ccc(Cl)cc1N1CCN(CCNC(=O)Nc2ccccc2C)CC1	-5	2	0.2	15	4	6	-1	-2	7	3
CCCc1[nH]nc2c1C(c1ccc(OC(=O)c3ccco3)cc1)C(C#N)=C(N)O2 (configuration not stated)	-4	-1	-0.1	1	-5	-6	3	3	4	9

A few values from the entries so far:
`COc1ccc(C(NC(C)=O)c2cc(Cl)c3cccnc3c2O)cc1` (configuration not stated) in ARFGAP1 inh is listed with 7
`CCOc1cc(N2CCOCC2)c(OCC)cc1NC(=O)COC(=O)CCc1c[nH]c2ccccc12` in ASAP1 inh is listed with 12
`Brc1ccccc1-c1nnc(COc2cccc3cccnc23)o1` in DDE Tn6 FP inh is listed with 0
`CN(C)S(=O)(=O)c1cccc(NC(=O)c2n[nH]c(=O)c3ccccc23)c1` in PLC-gamma1 inh is listed with 4

Going on with the list.
Structure	TDP2 inh	LEDGF integ inh	proKLK7 act	ADAM10 inh	ADAM17 inh	PLC-gamma1 inh	DDE Tn6 FP inh	DDE Tn7 FP inh	ARFGAP1 inh	ASAP1 inh
CC(C)CCOc1ccc(C(=O)N2CCN(c3ncccn3)CC2)cc1	-1	-1	-0.2	3	1	0	1	6	-9	-9
Cc1cc(NC(=O)Cc2cccs2)nn1CC(=O)NCc1ccco1	-12	1	0.2	7	-3	2	-1	-3	1	15
COc1ccccc1OCC(=O)Nc1ccc(S(=O)(=O)Nc2nccs2)cc1	-6	-3	0.2	-5	-5	7	-1	6	-9	-1
COc1ccc(CN2Cc3cccc4c3[C@@H](CC2=O)[C@H](O)[C@H](O)C4)cc1	-2	-1	-0.3	5	0	3	0	-3	2	-2
S=c1[nH]nc(C2CC2)n1Cc1ccccc1	7	3	1.0	5	1	1	5	-3	-1	-3
S=c1[nH]nc(Cc2cccc3ccccc23)o1	6	-5	0.6	-2	-1	-1	6	3	-8	2
CCOC(=O)c1[nH]ncc1CN1CCCC(C(=O)c2ccc(SC)cc2)C1 (configuration not stated)	4	1	0.5	0	-1	4	12	3	-1	-5
CCOC(=O)c1c2c3c(cccc3n(C)c1=O)C(=O)c1ccccc1-2	-12	-2	-1.1	-9	-2	-22	4	7	2	13
COc1ccc(CC(=O)NCCC2=CCCCC2)cc1	-4	-2	-0.8	1	-4	-2	-6	6	-3	-5
CC(OC(=O)Cn1cnc2c1c(=O)n(C)c(=O)n2C)C(=O)NCc1ccccc1 (configuration not stated)	-14	3	-0.7	4	6	4	-1	6	5	-12
Cc1cccc(CCNC(=O)CN(C)S(=O)(=O)c2cnc[nH]2)c1	-11	-1	-0.8	0	6	-2	6	2	1	11
CC(C)Cn1c2c(c(O)c(C(=O)Nc3nccs3)c1=O)CCCC2	6	3	0.3	-1	0	0	-3	-2	7	-8
COc1ccc(-c2c(C(=O)c3ccccc3)[nH]c(N)c2C(=O)c2ccc(Br)cc2)cc1OC	-6	-1	-33	4	-1	-5	-2	3	1	7
CC(C)C[C@H](NC(=O)NC1CCCc2ccccc21)C(=O)O (some centres not stated)	4	-1	1.2	-4	-2	4	2	-3	7	-8
COC(=O)N/N=C\C=C\c1ccc2c(c1)OCO2	-1	-2	-0.4	-39	-10	-7	-6	-1	-1	1
Cc1cc(C)cc(C(=O)N2CCN(c3ccccn3)CC2)c1	-11	2	0.0	10	-2	2	-6	-1	-2	-8
O=C(CN1C(=O)NC2(CCCCCC2)C1=O)NCc1ccc(Cl)cc1	-1	3	-0.3	2	2	0	3	-2	15	-2
